# Screening data deposited in PubChem BioAssay by National Center for Advancing Translational Sciences (NCATS).
# HP1b chromo inh: HP1-beta chromodomain-methylated histone interaction inhibition | AlphaScreen HP1-beta / biotin-H3K9me3 peptide binding | Potency, µM (doses to about 114 µM), inactives show at the top dose activity change, negative = inhibition, most hits filed as inhibitors | 390,000 tested, 0.56% active | P83916; also: potency is read from the fitted curve at half-maximal effect; nearly all actives have a fitted effect of over 70% in size; inactives centre near 23
# Target sequence (P83916 whole entry, looked up): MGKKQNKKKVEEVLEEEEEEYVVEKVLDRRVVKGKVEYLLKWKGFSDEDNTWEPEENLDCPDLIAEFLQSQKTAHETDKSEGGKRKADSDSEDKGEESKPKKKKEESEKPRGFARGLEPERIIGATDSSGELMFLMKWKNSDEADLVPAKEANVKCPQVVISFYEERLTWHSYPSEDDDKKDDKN
#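 AlphaScreen: HP1-beta (50 nM) preformed 30 min with biotin-H3(1-18)K9me3 peptide (50 nM) in PBS pH 7.4, 0.01% Tween-20. Compound added for 30 min at RT, then streptavidin donor/nickel chelate acceptor beads (10 ug/mL) for 30 min.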
# PI4K2A block: blocks human PI4K2A kinase activity; Q9BTU6; purified PI4K2A, ADP-Glo luminescence, 1 h; active compounds read low; activity change, negative = inhibition, % at 76.9 µM; 420,000 tested, 0.13% active; AID 1346378; in the data active = activity change below about -50%; inconclusive = mostly about -30% to -49%;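 also: -100% = wells without enzyme as full effect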
# Target sequence (Q9BTU6 whole entry, looked up): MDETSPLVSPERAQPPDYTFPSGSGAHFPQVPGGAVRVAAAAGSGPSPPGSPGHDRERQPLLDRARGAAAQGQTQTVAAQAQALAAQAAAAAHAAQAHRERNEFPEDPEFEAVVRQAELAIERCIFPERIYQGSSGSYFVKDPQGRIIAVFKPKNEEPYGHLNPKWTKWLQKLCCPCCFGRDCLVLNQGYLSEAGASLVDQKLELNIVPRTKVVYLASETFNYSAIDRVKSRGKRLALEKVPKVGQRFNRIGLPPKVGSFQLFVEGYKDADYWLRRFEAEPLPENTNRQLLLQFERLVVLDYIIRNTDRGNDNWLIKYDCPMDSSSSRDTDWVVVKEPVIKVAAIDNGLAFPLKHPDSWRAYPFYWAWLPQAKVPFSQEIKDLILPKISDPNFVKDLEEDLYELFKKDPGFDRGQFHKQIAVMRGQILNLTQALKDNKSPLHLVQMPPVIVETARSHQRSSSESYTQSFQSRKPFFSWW
#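 ADP-Glo luminescence measured ADP generated by PI4K2A enzyme (4 ug/mL before mixing) with 1.2 mM PI substrate (pre-mix) and 300 microM ATP (pre-mix). Tris pH7.5 buffer with MgCl2, Triton X-100; 1 h reaction at ambient temperature.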
# Tb PGK inh: blocks T. brucei phosphoglycerate kinase; P07378; PGK/GAPDH coupled, Kinase-Glo luminescence, 60 min; Potency, µM (doses to about 57.5 µM), for the others: at the top dose activity change, negative = inhibition, actives largely listed as inhibitors; 380,000 tested, 0.043% active; AID 602233; also: potency is read from the fitted curve at half-maximal effect; % is scaled to controls: 0 for no effect and ±100 for the full control effect; nearly all actives have a fitted effect of over 60% in size
# Target sequence (P07378 whole entry, looked up): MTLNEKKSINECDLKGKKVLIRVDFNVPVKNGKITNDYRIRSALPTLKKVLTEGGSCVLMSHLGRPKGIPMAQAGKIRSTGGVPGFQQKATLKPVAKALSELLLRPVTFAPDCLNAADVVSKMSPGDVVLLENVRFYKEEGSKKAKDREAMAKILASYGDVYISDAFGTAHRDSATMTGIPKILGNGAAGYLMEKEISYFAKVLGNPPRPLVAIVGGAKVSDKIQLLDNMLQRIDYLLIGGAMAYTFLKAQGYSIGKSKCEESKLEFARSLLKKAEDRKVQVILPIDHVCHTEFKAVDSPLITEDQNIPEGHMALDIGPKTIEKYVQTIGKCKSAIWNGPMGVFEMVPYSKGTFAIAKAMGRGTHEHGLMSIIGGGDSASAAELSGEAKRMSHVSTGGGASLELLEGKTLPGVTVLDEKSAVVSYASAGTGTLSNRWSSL
#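 Luminescent ATP detection (Kinase-Glo Plus) follows a 60-minute room-temperature incubation, with wells lacking PGK as controls. Buffer: 100 mM TEA (pH 7.6), 5 mM MgCl2, 0.01% Tween-20. Coupling enzyme GAPDH (100 nM final) supplies unstable 1,3-BPG in-well.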
# TrxR1 inh: inhibitors of rat thioredoxin reductase 1; Potency, µM (series often up to 114 µM), for the others: at the top dose activity change, negative = inhibition, actives largely listed as inhibitors; 390,000 tested, 1% active; O89049; recombinant rTrxR1, NADPH fluorescence consumption, selenite substrate; AID 588453; also: potency is read from the fitted curve at half-maximal effect; % is scaled to controls: 0 for no effect and ±100 for the full control effect; nearly all actives have a fitted effect of over 65% in size
#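 Rat TrxR1 (90 nM in the dispensed reagent) was pre-reduced with 400 uM NADPH for 5 min at room temperature, then incubated with compound for 15 min. After 400 uM selenite was added, NADPH fluorescence (Ex 340/Em 450 nm) was followed for 8 min.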
# USP1-UAF1 inh: blocks the human USP1/UAF1 deubiquitinase complex. O94782. Potency, µM (doses to about 57.1 µM), inactives show at the highest dose activity change, negative = inhibition, most hits filed as inhibitors. 390,000 tested, 0.23% active. recombinant USP1/UAF1, Ub-Rhodamine cleavage fluorescence; also: potency is read from the fitted curve at half-maximal effect; % is scaled to controls: 0 for no effect and ±100 for the full control effect; nearly all actives have a fitted effect of over 60% in size; inactives centre near -12
#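 1 nM enzyme complex + cpd, 15 min RT; start with Ub-Rho 150nM final; kinetic fluorescence ex 480/em 540, 6 reads q60 s. Buffer 50mM HEPES pH 7.8, 0.5mM EDTA, 0.1 mg/ml BSA, 1mM TCEP, 0.01% Tween-20.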
# TrxR1 substrate: substrates of rat thioredoxin reductase 1; 390,000 tested, 0.01% active; AID 588456; O89049; purified TrxR1 substrate turnover, NADPH consumption readout; Potency, µM (highest dose often 114 µM), for the others: top-dose activity change, negative = substrate turnover; also: potency is read from the fitted curve at half-maximal effect; % is scaled to controls: 0 for no effect and ±100 for the full control effect; nearly all actives have a fitted effect of over 50% in size
#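 Rat TrxR1, dispensed at 90 nM, was prereduced with 400 uM NADPH (final) for 5 min at ~22 deg C, then incubated with compound 15 min before 400 uM selenite. A first-read NADPH fluorescence drop versus no-compound background flagged substrates.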
# mIDH1 inhibitor: blocks human mutant IDH1 R132H enzyme | O75874 | IDH1-R132H enzyme, NADPH consumption, diaphorase/resazurin fluorescence | Potency, µM (highest dose often 76.6 µM), for the others: top-dose activity change, negative = inhibition, usual class: inhibitors | 390,000 tested, 0.093% active | AID 602179; also: potency is read from the fitted curve at half-maximal effect; % is scaled to controls: 0 for no effect and ±100 for the full control effect; nearly all actives have a fitted effect of over 65% in size
#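 IDH1-R132H (0.5 ug/mL) preincubated 30 min with compound, then NADPH (0.016 mM) and alpha-KG (2 mM) added; 80 min at RT, pH 7.5. Remaining NADPH coupled via diaphorase/resazurin to fluorescence (540/590 nm); concentration-response curves normalized to no-enzyme control.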
# GLS inh: glutaminase GLS (human) inhibition. 410,000 tested, 0.21% active. O94925. Potency, µM (highest dose often 45.5 µM), without a hit: at the highest dose activity change, negative = inhibition, actives largely listed as inhibitors. GLS enzymatic activity, qHTS titration; also: potency is read from the fitted curve at half-maximal effect; % is scaled to controls: 0 for no effect and ±100 for the full control effect
#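 Compounds were pin-transferred onto hKGA, after which L-glutamine (1 mM solution) and a detection mix of glutamate oxidase, HRP and Amplex Red were added. Initial and 30 min RT fluorescence reads were collected.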
# Pin1 inh: blocks the human prolyl isomerase Pin1. Q13526. Pin1 FP peptide displacement, HiFluor488, 10 min. Potency, µM (top dose mostly 115 µM), without a hit: at the highest dose activity, negative = inhibition, hits mostly inhibitors. 390,000 tested, 0.009% active. AID 504891; active = well fitted inhibition curve with a large enough effect in the polarisation, with a control signal flat, not every such curve was filed as active; inconclusive = small, poorly fitted or top-dose-only effect, or effect the other way, or a change in a side signal; inactive = no such curve, though single readings can be large or run the other way; the % refers to the polarisation; also: potency is read from the fitted curve at half-maximal effect; % is scaled to controls: 0 for no effect and ±100 for the full control effect
# * = called active by the depositor; i = inactive; ? = inconclusive; · = no result given; [ ] = dose if it differs, or a comment. Unless noted, calls follow the shape of the dose curve; as a rule, active = well fitted curve in the direction sought with a large enough effect; inconclusive = small, poorly fitted or top-dose-only effect, or another doubt; inactive = no such curve, though single readings can be large; an effect the other way counts as inactive or inconclusive. The list is partial; the hit share may differ from the screen's.
SMILES,HP1b chromo inh,PI4K2A block,Tb PGK inh,TrxR1 inh,USP1-UAF1 inh,TrxR1 substrate,mIDH1 inhibitor,GLS inh,Pin1 inh
CCCN1C(=O)C(Cc2nc3ccccc3c(=O)n2-c2cccc(C)c2)c2ccccc21 (centres undefined),-1%,0,·,25%,-22%,3%,·,8%,-2%
O=C(Nc1ccc2c(c1)OC1(CCCC1)O2)C1CC1,?,-1,·,5%,-15%,6%,8%,2%,-10%
CC1=CC(C)(C)N(C(=O)c2ccccc2)c2ccccc21,51%[activator],0,1%,20%,-22%,5%,0%,3%,-1%
COCCn1nnnc1C(c1cc2cc(C)cc(C)c2[nH]c1=O)N1CCN(c2ccccc2F)CC1 (centres undefined),10%,-3,·,?,-13%,13%,8%,2%,0%
Cc1c2n(c3ccccc13)CCC2=O,29%,6,-8%,1%,-19%,38%[activator],2%,-2%,-1%
O=C(C1CCN(S(=O)(=O)c2cccnc2)CC1)N1CCN(c2cccc(Cl)c2)CC1,20%,-4,-2%,-1%,-22%,9%,2%,3%,-7%
O=C(N/N=C/c1ccc(OC2CSC2)cc1)c1ccc(CN2CCOCC2)cc1,40%[activator],1,-6%,10%[57.1 µM],1%,-4%,5%,-3%,2%
CC(=O)c1cccc(NC(=O)CNC(=O)c2cc3ccccc3o2)c1,26%,0,2%,6%,-14%,-6%,-5%,6%,1%
Nc1ccccc1C(=O)NNC(=O)C(=O)/C=C(\O)c1ccccc1,19%,-20,-8%,-2%[57.1 µM],-13%,-4%[57.1 µM],13%,2%,5%
COc1ccc(Cn2c(-c3ccc(OC)cc3)nc3ccccc32)cc1,27%,-4,-1%,2%,-9%,2%,2%,7%,-6%
Cc1onc(-c2c(Cl)cccc2Cl)c1C(O)c1ccc(F)cc1 (centres undefined),24%,1,-9%,11%[57.1 µM],-20%,11%[57.1 µM],4%,3%,2%
COc1ccc(-c2cnc3ccccc3n2)cc1NC(=O)CNC(=O)c1ccccc1,25%,0,-13%,-11%,-13%,-1%,-2%,-4%,25%
CN1C(=O)c2ccccc2CC12c1ccccc1C(=O)N2C (centres undefined),·,3,-3%,·,-24%,·,-2%,-12%,·
O=C(C[n+]1cc(-c2ccc(F)cc2)n2c1CCC2)Nc1nc(-c2ccccc2)cs1,8%,8,-1%,13%[57.1 µM],-16%,9%[57.1 µM],2%,11%,4%
COc1ccc(-c2cn3c(n2)sc2cc(C(=O)Nc4ccccc4F)ccc23)cc1,14%,-5,-3%,18%,1%,10%,-1%,-2%,4%
CCC1CCCCN1C(=O)CSc1nnc2nc(C)cc(C)n12 (centres undefined),27%,0,2%,-4%,4%,-3%,-1%,12%,-9%
CC(C)(C)c1ccc(/C=C/C(=O)NC2CCS(=O)(=O)C2)cc1 (centres undefined),26%,-5,5%,6%,0%,-3%,-5%,-2%,-1%
CCCCCNC(=O)CN(c1ccc2c(c1)OCO2)S(C)(=O)=O,23%,2,-7%,9%,5%,-2%,7%,2%,4%
CCOC(=O)CSc1nnc(CNc2nc(-c3ccccc3)cs2)n1C,-27%,9,0%,22%[57.1 µM],3%,11%[57.1 µM],2%,9%,2%
Cc1cc2nn(-c3ccc(F)cc3)nc2cc1NC(=O)c1ccc(OC(C)C)cc1,36%,5,-3%,89µM*,-29%,93%[activator],-1%,-2%,13%
COc1ccc(C(=O)N/N=C(\C)c2ccc(NC(=O)Cc3ccccc3)cc2)c(OC)c1,43%[activator],-4,i,12%,-19%,9%,9%,-6%,-3%
COc1ccc(CN2C(CC(=O)Nc3cccnc3)c3ccc(C(F)(F)F)cc3S2(=O)=O)cc1 (centres undefined),31%,0,4%,14%,-33%,2%,-2%[38.3 µM],-3%,-2%
COc1ccccc1OCC(=O)N1CCN(C(=O)COc2ccccc2OC)CC1,28%,-3,-3%,17%[57.1 µM],-5%,4%[57.1 µM],2%,3%,-9%
CN1CCn2cnc(C(=O)NCC(=O)OC(C)(C)C)c2C1=O,·,-2,9%,·,-15%,·,-3%,-3%,·
CCC(NS(=O)(=O)c1ccc(C)cc1)C(=O)N1CCOCCOCCOCC1 (centres undefined),45%[activator],-5,-10%,14%[57.1 µM],-21%,-18%[57.1 µM],1%,-2%,-2%
SMILES,HP1b chromo inh,PI4K2A block,Tb PGK inh,TrxR1 inh,USP1-UAF1 inh,TrxR1 substrate,mIDH1 inhibitor,GLS inh,Pin1 inh
COc1ccccc1CCN1CCCC(CN(C)CC(C)(C)CO)C1 (centres undefined),8%,2,2%,0%[57.1 µM],-6%,-4%,7%,40%[activator],-1%
CC(=O)Nc1ccc(OCC(=O)N2CCc3ccccc3C2)cc1,16%,-1,-1%,19%,-11%,3%,0%,-2%,0%
Cc1ccc(-n2c(=O)c3c(C)c(C)sc3n(Cc3ccc(F)cc3Cl)c2=O)cc1C,33%,-20,-3%,11%,-17%,4%,8%,-11%,?
Cc1ccc(S(=O)(=O)CC(=O)Nc2ccc(Cl)cn2)cc1,25%,0,3%,12%[57.1 µM],8%,11%[57.1 µM],5%,-1%,-2%
Cn1c(CCNC(=O)C(C)(C)C)nc2ccccc21,38%,0,-2%,10%,-20%,0%,8%,-13%,-2%
O=C(Nc1cccc(Cl)c1N1CCCC1)c1cccc(-c2cc3ccccc3oc2=O)c1,44%[activator],-2,0%,20%,-7%,15%,11%,-1%,38%[activator]
O=S(=O)(NCC(c1cccnc1)N1CCN(Cc2ccccc2)CC1)c1ccccc1 (centres undefined),30%,-3,2%,-39%,3%,-6%,-7%,4%,-4%
Cc1ccc2cc(CCNC(=O)c3ccc(S(=O)(=O)N4CCCCC4)cc3)c(=O)[nH]c2c1,27%,-3,-5%,18%,-28%,2%,-6%,-25%,22%
NC(=S)c1ncc(C(F)(F)F)cc1Cl,-7%,-1,-5%,-1%[57.1 µM],-6%,8%[57.1 µM],1%,0%,-2%
CC(=O)N1CCN(C(=O)c2cccc(S(=O)(=O)NCc3ccccc3)c2)CC1,13%,-2,-2%,3%,3%,-7%,6%,6%,1%
O=c1oc2ccccc2c(O)c1Sc1c(O)c2ccccc2oc1=O,19%[57 µM],-19,-5%,8%[2.29 µM],-5%,-8%[57.1 µM],1%,23%,-11%
Cc1nnc(N/N=C/c2cc([N+](=O)[O-])c(N3CCC(C)CC3)cc2N2CCC(C)CC2)n1N,?,-27,-7%,-25%,-17%,-23%,14%,15%,?
COc1ccc2c3c([nH]c2c1)[C@H]1C[C@H]2[C@H](C[C@@H](O)[C@H](OC)[C@H]2C(=O)O)CN1CC3,8%,-6,-3%,-4%,?,14%,-7%,19%,?
CCCN(CCC)CCNC(=O)C1CCCN(S(=O)(=O)c2cccc3nsnc23)C1 (centres undefined),36%,-1,-13%,15%,-26%,-1%,-10%,0%,-7%
CS(=O)(=O)NN1C(=O)c2ccccc2NC1c1cccc2cccnc12 (centres undefined),35%,8,5%,9%[57.1 µM],3%,8%[57.1 µM],4%,2%,-11%
COc1cccc(NC(=O)c2ccc3c(O)c(S(=O)(=O)c4ccccc4)c(=O)[nH]c3c2)c1,-16%,7,-9%,-26%,-25%,-10%,-4%,17%,-10%
COc1ccccc1CN1C[C@@H]2C[C@@H](c3ccccc3C)N3CCC[C@@]23C1=O,6%,4,i,6%,-12%,0%,8%,-2%,9%
OCC1(CCc2ccccc2)CCCN(C/C=C/c2ccccc2)C1 (centres undefined),33%,-5,-5%,30%,-8%,5%,0%,-8%,-5%
COc1ccc(CN2C(=O)C(CC(=O)NCCN3CCOCC3)CC(C(=O)N3CCOCC3)=C2C)cc1 (centres undefined),·,1,7%,·,-30%,·,-2%,0%,·
Cc1csc(SC(C)C(=O)Nc2ccc3c(c2)OCCO3)n1 (centres undefined),29%,1,-4%,7%,-7%,-6%,-7%,13%,-12%
NC(=O)C1CCN(c2nc(-c3ccc4c(c3)OCCO4)cs2)CC1,45%[activator],1,1%,-17%,·,-8%,·,35%[activator],-6%
COc1ccc(C2=NN(C(C#N)c3ccc(OC)cc3)C(c3ccccc3)C2)cc1 (centres undefined),106%[activator],2,4%,-30%,?,1%,0%,2%,16%
O=S(=O)(c1ccccc1)N1CCC(c2ccccc2)CC1,52%[activator],-5,-2%,10%,-27%,-1%,-13%,-4%,3%

# 4 entries from above, as tab-separated lines.
Molecule	HP1b chromo inh	PI4K2A block	Tb PGK inh	TrxR1 inh	USP1-UAF1 inh	TrxR1 substrate	mIDH1 inhibitor	GLS inh	Pin1 inh
Cc1csc(SC(C)C(=O)Nc2ccc3c(c2)OCCO3)n1 (centres undefined)	29%	1	-4%	7%	-7%	-6%	-7%	13%	-12%
NC(=O)C1CCN(c2nc(-c3ccc4c(c3)OCCO4)cs2)CC1	45%[activator]	1	1%	-17%	·	-8%	·	35%[activator]	-6%
COc1ccc(C2=NN(C(C#N)c3ccc(OC)cc3)C(c3ccccc3)C2)cc1 (centres undefined)	106%[activator]	2	4%	-30%	?	1%	0%	2%	16%
O=S(=O)(c1ccccc1)N1CCC(c2ccccc2)CC1	52%[activator]	-5	-2%	10%	-27%	-1%	-13%	-4%	3%
